Bioassay records as filed in PubChem BioAssay.
aGal spleen mod = qHTS Assay for Inhibitors and Activators of Human alpha-Galactosidase From Spleen Homogenate; 240,000 tested, 0.008% active; Alpha-galactosidase A (Homo sapiens), P06280; human spleen homogenate, 4MU-alpha-Gal fluorescence, 40 min; AID 2107, 2009; Potency, µM (highest dose often 80 µM), inactives show at the highest dose activity change, negative = inhibition, hits mostly inhibitors;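 note: 0% = enzyme with vehicle and -100% = no enzyme basal signal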
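Spleen homogenate 1 ug + cpd (titration) + 4-MU-alpha-D-galactopyranoside 1 mM; 37C 40 min; 50 mM citrate/phosphate pH 5.0, 0.01% Tween-20; stop pH 10; fluorescence 365/440; AC50 via Hill.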
TRb SRC2 PPI = qHTS for Inhibitors of the Interaction of Thyroid Hormone Receptor and Steroid Receptor Coregulator 2 | TRbeta-SRC2 peptide binding, fluorescence polarization; receptor liganded with 1 µM T3 | Potency, µM (top dose mostly 106 µM), for the others: at the top dose activity change, negative = inhibition, actives largely listed as inhibitors | Thyroid hormone receptor beta (Homo sapiens), P10828 | 280,000 tested, 0.065% active | AID 1469, 2008;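 note: plate controls were bound peptide for no effect and peptide without receptor for full effect; nearly all actives have a fitted effect of over 50% in size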
Target sequence (P10828 whole entry, looked up): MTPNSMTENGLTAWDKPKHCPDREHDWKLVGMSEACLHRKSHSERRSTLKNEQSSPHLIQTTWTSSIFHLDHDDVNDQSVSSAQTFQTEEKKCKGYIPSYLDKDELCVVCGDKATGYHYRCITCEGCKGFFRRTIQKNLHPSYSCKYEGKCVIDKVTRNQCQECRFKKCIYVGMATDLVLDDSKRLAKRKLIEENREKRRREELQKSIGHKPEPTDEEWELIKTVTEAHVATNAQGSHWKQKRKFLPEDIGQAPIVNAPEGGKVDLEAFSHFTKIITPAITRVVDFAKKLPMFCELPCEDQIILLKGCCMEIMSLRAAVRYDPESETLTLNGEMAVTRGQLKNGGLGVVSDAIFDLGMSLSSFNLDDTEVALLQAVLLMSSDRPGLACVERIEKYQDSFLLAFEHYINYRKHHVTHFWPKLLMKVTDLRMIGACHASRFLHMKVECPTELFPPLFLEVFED
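Assay buffer: 20 mM Tris-HCl, 100 mM NaCl, 10% glycerol, 1 mM EDTA, 0.01% NP-40, 1 mM DTT, 1 uM T3, 5% DMSO; TRb LBD 0.6 uM, Texas Red SRC2 20 nM; FP after 5 hr.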
Tau fibril ThT = qHTS for Inhibitors of Tau Fibril Formation, Thioflavin T Binding; Microtubule-associated protein tau (Homo sapiens), P10636; recombinant tau K18 P301L, heparin-induced fibrillization, ThT fluorescence; Potency, µM (top dose mostly 57.4 µM), without a hit: top-dose activity, negative = inhibition, actives largely listed as inhibitors; 270,000 tested, 2.1% active; note: nearly all actives have a fitted effect of over 55% in size
Target sequence (P10636 561-689 P618L limits assumed): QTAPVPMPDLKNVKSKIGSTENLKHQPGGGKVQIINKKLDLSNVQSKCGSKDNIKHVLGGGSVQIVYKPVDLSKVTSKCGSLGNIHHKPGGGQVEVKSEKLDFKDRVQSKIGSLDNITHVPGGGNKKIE
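K18 P301L tau (15 uM + 0.24 uM Alexa 594-tagged), heparin 20 uM, NaOAc pH 7, 6 h 37 C; ThT 30 uM, 1 h RT, ex 450/em 510 nm.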
TR SRC2 fluor cs = Total Fluorescence Counterscreen for Inhibitors of the Interaction of Thyroid Hormone Receptor and Steroid Receptor Coregulator 2 | TRb/SRC2 Texas Red total fluorescence interference | AID 1479, 2009 | Potency, µM (highest dose often 106 µM), for inactives: at the top dose fluorescence change, negative = quenching | 280,000 tested, 0.29% active; active = well fitted curve in either direction with a large enough effect; inconclusive = small, poorly fitted or top-dose-only effect
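Flags fluorescent or light-absorbing compounds by total fluorescence, S + 2P, at 555 nm excitation and 632 nm emission. Mixture: 20 nM Texas Red SRC2 peptide, 0.6 uM human TRb LBD, 1 uM T3, 5% DMSO; compound exposure 5 h at ambient temperature.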
Tau fluor cs = Counterscreen qHTS for Inhibitors of Tau Fibril Formation, Fluorescence Polarization | 280,000 tested, 0.93% active | AID 1463, 2008 | Potency, µM (series often up to 57.7 µM), for the others: top-dose activity change, negative = decrease | tau K18 P301L Alexa594 fluorescence, heparin fibrillization; note: nearly all actives have a fitted effect of over 55% in size
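Human tau K18 P301L (15 uM unlabeled, 0.24 uM Alexa 594-labeled) in 100 mM sodium acetate pH 7 with 20 uM heparin, 6 hr at 37 C. ThT 30 uM added, 1 hr ambient; Alexa 594 FP and total fluorescence read at 555/632 nm.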
ALDH1A1 block = qHTS Assay for Inhibitors of Aldehyde Dehydrogenase 1 (ALDH1A1); Aldehyde dehydrogenase 1A1 (Homo sapiens), P00352; Purified ALDH1A1, NADH fluorescence, propionaldehyde substrate; 220,000 tested, 7.3% active; Potency, µM (highest dose often 75.3 µM), without a hit: top-dose activity, negative = inhibition, usual class: inhibitors; active = well fitted inhibition curve with a large enough effect, not every such curve was filed as active; inconclusive = small, poorly fitted or top-dose-only effect, or another doubt; inactive = no such curve, though single readings can be large or run the other way;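 note: plate controls were no enzyme wells and a reference inhibitor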
Target sequence (P00352 whole entry, looked up): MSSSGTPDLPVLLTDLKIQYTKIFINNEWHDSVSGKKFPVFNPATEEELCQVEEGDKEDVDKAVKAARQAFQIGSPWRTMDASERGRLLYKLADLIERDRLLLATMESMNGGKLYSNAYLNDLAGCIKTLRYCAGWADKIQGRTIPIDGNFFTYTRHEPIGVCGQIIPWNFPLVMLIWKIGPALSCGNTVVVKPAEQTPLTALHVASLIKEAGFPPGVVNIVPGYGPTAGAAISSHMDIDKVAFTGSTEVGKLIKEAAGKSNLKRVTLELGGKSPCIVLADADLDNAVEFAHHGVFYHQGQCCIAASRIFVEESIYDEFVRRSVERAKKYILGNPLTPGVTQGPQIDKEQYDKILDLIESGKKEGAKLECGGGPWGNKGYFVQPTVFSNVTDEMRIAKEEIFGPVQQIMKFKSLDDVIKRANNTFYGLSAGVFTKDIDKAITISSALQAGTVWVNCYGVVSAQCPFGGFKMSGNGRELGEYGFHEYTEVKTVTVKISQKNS
L3MBTL1 block = qHTS Assay for the Inhibitors of L3MBTL1 | AlphaScreen L3MBTL1–H3K9me1 peptide binding | Potency, µM (series often up to 57.1 µM), inactives show at the highest dose activity, negative = inhibition, actives largely listed as inhibitors | 230,000 tested, 0.66% active | AID 485360, 2010; note: nearly all actives have a fitted effect of over 60% in size
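Displacement of a biotinylated histone H3(1-15) peptide monomethylated at Lys9 (75 nM) from L3MBTL1 (50 nM) was measured by AlphaScreen after a 30 min room-temperature compound incubation; cefsulodin titration served as intraplate control.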
Tau FP inhib = qHTS for Inhibitors of Tau Fibril Formation, Fluorescence Polarization. Potency, µM (series often up to 57.7 µM), for the others: at the highest dose activity, negative = inhibition, most hits filed as inhibitors. K18 P301L tau heparin fibrillization, Alexa594 FP, 6 h. 280,000 tested, 0.39% active. Microtubule-associated protein tau (Homo sapiens), P10636; note: nearly all actives have a fitted effect of over 55% in size
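Human K18 P301L fragment (15 uM unlabeled plus 0.24 uM Alexa 594-labeled) in 100 mM sodium acetate pH 7 with compound, aggregation induced by 20 uM heparin for 6 hr at 37 C. ThT (30 uM) added for 1 hr, then Alexa 594 FP read.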
Numbers without * were called inactive; u = inconclusive; x = not tested or not shown; [ ] = dose if it differs, or a comment. Unless noted, calls come from the whole dose curve; as a rule, active = well fitted curve in the direction sought with a large enough effect; inconclusive = small, poorly fitted or top-dose-only effect, or another doubt; inactive = no such curve, though single readings can be large; an effect the other way counts as inactive or inconclusive. Unless noted, % is set by controls: 0 for no effect and ±100 for the full control effect; potency is the fitted concentration of half-maximal effect. Rows are unselected; 8.5% or so of the library scored in one or more.

SMILES | aGal spleen mod | TRb SRC2 PPI | Tau fibril ThT | TR SRC2 fluor cs | Tau fluor cs | ALDH1A1 block | L3MBTL1 block | Tau FP inhib
CC12CCC(C(=O)NCc3ccccc3)(OC1=O)C2(C)C (stereo unspecified) | 8% | -24% | 1% | -1% | 2% | -13% | u | -1%
COc1cc(O)ccc1/C=N/NC(=O)c1ccc([N+](=O)[O-])cc1 | -8% | 1% | u | -2% | -4% | u | 6% | 7%
Cc1ccc2nc(SCC(=O)NCc3ccco3)c(C#N)cc2c1 | 1% | -2% | -3% | 1% | 2% | -8% | -13% | -7%
CCC1CCC2(CC1)NC(CO)(CO)CO2 (stereo unspecified) | 4% | -4% | 3% | -6% | 9% | 3% | 3% | 4%
C/C(=N/NC(=S)Nc1cccc(C)c1)c1cccc([N+](=O)[O-])c1 | -1% | -1% | u | -6% | u | 8.9µM* | u | 5%
C=CCn1c(-c2ccc(Cl)cc2)cnc1SC(C)C(=O)NC(N)=O (stereo unspecified) | 10% | 4% | -11% | 4% | -7% | -14% | x | 1%
O=c1n(S(=O)(=O)c2cccc3cccnc23)c2ccccc2n1S(=O)(=O)c1cccc2cccnc12 | 2% | 1% | -1% | -2% | u | -4% | x | u
Cc1ccc(C2c3cccn3CCN2S(=O)(=O)c2ccc([N+](=O)[O-])cc2)cc1 (stereo unspecified) | x | -2% | -9% | -1% | u | x | x | u
COc1ccc(NC(=O)CC2C(=O)N(C)C(=S)N2Cc2ccncc2)cc1 (stereo unspecified) | 7% | 5% | -9% | 0% | -5% | -8% | 1% | -4%
CC(=O)Nc1ccc(NC2=CC(=O)CC(C)(C)C2)cc1 | 4% | -5% | -8% | 2% | -4% | -3% | -1% | -5%
CC(C)n1c(C(F)(F)F)nc2cc(C(=O)N3CCC(O)CC3)ccc21 | 0% | 2% | 8% | 3% | 4% | x | 5% | 4%
CC(CCc1ccccc1)NC(=O)c1nnc(Cc2ccc(Cl)cc2)o1 (stereo unspecified) | 2% | 2% | u | 2% | -15% | -9% | 7% | -4%
O=C1C2CC=CCC2C(=O)N1Nc1ccccc1 (stereo unspecified) | 0% | 3% | -3% | 2% | 1% | 11% | x | 5%
Cc1ccc(-c2noc(CSc3nnc(C)n3-c3ccc(C)c(C)c3)n2)cc1 | x | 1% | -15% | -10% | -7% | x | x | 1%
CC1=C(C(=O)OC(C)C)C(c2c(O)ccc3ccccc23)NC(=O)N1 (stereo unspecified) | -3% | -2% | -14% | 1% | -5% | 0% | x | 6%
Cc1noc(C)c1COC(=O)c1ccc2c(c1)OCCO2 | -6% | -3% | -4% | 0% | -1% | u | 0% | -7%
CCOC(=O)c1cc(-c2ccccc2)n(CCC(=O)Nc2ccc(Cl)c(C(F)(F)F)c2)c1C | x | 0% | 8% | 0% | u | x | x | u
O=C(NCc1ccc(Cl)cc1)NCc1noc2ccccc12 | x | -1% | -6% | 0% | -21% | x | x | -14%
Cc1cccn(Cc2c(F)cccc2Cl)c1=O | 3% | 0% | -10% | -1% | -11% | x | 13% | 5%
CN1CCN(c2nc(-c3ccc(N(C)C)cc3)nc3ccccc23)CC1 | 10% | 6% | u | -1% | u | u | x | 7%
Cc1cc2cc3c(cc2nc1SCC(=O)N1c2ccccc2CC1C)OCO3 (stereo unspecified) | 1% | 0% | -11% | 0% | -17% | -2% | -16% | -11%
CCC(C)(C)C1CCC2(CC1)NC(=O)N(CC(=O)Nc1nc(-c3ccc(C)cc3)cs1)C2=O (stereo unspecified) | -4% | -4% | -3% | 0% | -7% | 2% | x | 0%
C[C@H]1Cc2c(COc3ccccc3)nc3c(c2CO1)CN(C(=O)C1CCCCC1)CC3 | -6%[17.5 µM] | -2%[11.2 µM] | -9%[11.5 µM] | -4%[11.2 µM] | -13%[11.6 µM] | -6%[13.5 µM] | x | -5%[11.6 µM]
CC(C)OC(=O)C(NC(=O)c1ccccc1)=C1CCCCC1 | 1% | -4% | 4% | 1% | 0% | -2% | 2% | 2%
CCOCCCNC(=O)CN(Cc1ccc(Cl)cc1)S(C)(=O)=O | 1% | -2% | 7% | 3% | 1% | 14% | -7% | 3%

Part of the list above in order of number of heavy atoms, largest number first:
SMILES | aGal spleen mod | TRb SRC2 PPI | Tau fibril ThT | TR SRC2 fluor cs | Tau fluor cs | ALDH1A1 block | L3MBTL1 block | Tau FP inhib
CCC(C)(C)C1CCC2(CC1)NC(=O)N(CC(=O)Nc1nc(-c3ccc(C)cc3)cs1)C2=O (stereo unspecified) | -4% | -4% | -3% | 0% | -7% | 2% | x | 0%
CC(CCc1ccccc1)NC(=O)c1nnc(Cc2ccc(Cl)cc2)o1 (stereo unspecified) | 2% | 2% | u | 2% | -15% | -9% | 7% | -4%
CC(C)OC(=O)C(NC(=O)c1ccccc1)=C1CCCCC1 | 1% | -4% | 4% | 1% | 0% | -2% | 2% | 2%

2 compounds drawn at random from those above, as already listed:
SMILES | aGal spleen mod | TRb SRC2 PPI | Tau fibril ThT | TR SRC2 fluor cs | Tau fluor cs | ALDH1A1 block | L3MBTL1 block | Tau FP inhib
CCC(C)(C)C1CCC2(CC1)NC(=O)N(CC(=O)Nc1nc(-c3ccc(C)cc3)cs1)C2=O (stereo unspecified) | -4% | -4% | -3% | 0% | -7% | 2% | x | 0%
Cc1cccn(Cc2c(F)cccc2Cl)c1=O | 3% | 0% | -10% | -1% | -11% | x | 13% | 5%

The results go on:
SMILES | aGal spleen mod | TRb SRC2 PPI | Tau fibril ThT | TR SRC2 fluor cs | Tau fluor cs | ALDH1A1 block | L3MBTL1 block | Tau FP inhib
Cc1ccc(CNC(=O)c2ccc(CS(=O)(=O)Cc3ccc(F)cc3)o2)cc1 | x | -8% | 4% | -4% | 5% | x | x | -8%
O=C1CCC(=O)N1CC1CC2CCC1C2 (stereo unspecified) | 7% | 1% | -5% | 3% | -9% | x | -1% | -7%
O=C(N/N=C/c1ccc(O)c(O)c1)c1ccc(CSc2cccc3cccnc23)cc1 | -2% | 4% | u | -6% | 22µM*[quencher] | -16% | x | 12%
COc1ccc(NC(=O)Cc2noc3ccc(C)cc23)cc1Cl | x | 0% | -4% | 3% | 3% | x | x | -2%
Cc1cccc(N2CCN(C(=O)c3ccccc3NC(=O)C3CCCCC3C(=O)O)CC2)c1 (stereo unspecified) | -14% | -3% | -11% | 0% | -7% | -2% | 9% | 14%
COc1cc(OC)c(NC(=O)CCNC(=O)Cn2ccc3ccccc3c2=O)cc1Cl | -19% | -8% | -14% | -5% | -7% | 4% | 37%[activator] | -11%
Cc1cc2ccccc2c(=O)n1CC(=O)N(C)c1ccc(F)cc1 | 1% | -13% | -6% | 1% | 4% | -5% | -2% | -6%
CCOC(=O)c1cnn(-c2ccc(C(=O)Nc3cccc(C(C)=O)c3)cc2)c1N | x | 3% | -6% | 2% | 0% | x | x | 2%
O=C(c1ccco1)N1CCN(S(=O)(=O)c2ccc(F)cc2)CC1 | -17% | -2% | 10% | 2% | 7% | u | 26%[11.4 µM] | 1%
CC(C)c1nc2ccc(C(=O)NCc3ccccc3Br)cc2o1 | x | 5% | -5% | -2% | -10% | x | x | -2%
COc1ccccc1OCCNC1CCCC1 | 10% | 1% | 13% | -6% | 7% | u | x | -2%
COc1ccc(S(=O)(=O)Nc2cc(Sc3ncn[nH]3)c(O)c3ccccc23)cc1 | -2% | u | 7.1µM* | -20% | u | u | x | 16µM*
COCCNC(=O)C(c1ccc(C)o1)N(C(=O)c1snc(C(N)=O)c1N)c1ccc(C)cc1 (stereo unspecified) | -7% | -6% | -12% | 0% | -11% | u | -6% | 9%
CCc1ccc2nc(-c3cccc(C)c3)nc(SCC(=O)NCC3CCCO3)c2c1 (stereo unspecified) | 0% | -7% | 2% | -4% | 8% | 8% | 8% | 5%
Cc1ccc(C(=O)Nc2ccc3c(c2)CCC3)cc1S(=O)(=O)N1CCOCC1 | -1% | -3% | -6% | -5% | -14% | u | -3% | -5%
Cc1cc(Nc2ccc(C)c(Br)c2)n2nc(C)nc2n1 | -6% | 0% | -11% | -4% | -5% | -2% | u | 5%
CCN(CC)CCn1c(SCC(=O)Nc2cccc(OC)c2)nc2c(sc3ccccc32)c1=O | 12% | -3% | -18% | 1% | u | u | x | -13%
CCCCN(CCCNC(=O)Cn1ncc2ccsc2c1=O)Cc1ccccc1 | 5% | -7% | 0% | -6% | 1% | 17% | x | -1%
CC(NC(=O)NC1CCCCC1)c1ccccc1 (stereo unspecified) | 0% | 5% | 8% | -1% | 12% | -6% | 16% | -2%
COc1ccc(CCNC(=O)c2cc3c(-c4ccc(OC)c(OC)c4)nn(C)c3s2)cc1OC | x | -3% | -16% | -3% | u | x | x | 13%
CC1CCCN(c2ccc(C(=O)NCc3ccccc3)cn2)C1 (stereo unspecified) | -13% | 4% | -13% | -2% | -11% | u | x | -1%
S=C1SCN(Cc2ccccn2)CN1Cc1ccco1 | -7% | -2% | u | -1% | -12% | u | 28µM* | -3%
CN(C)C(=O)CSc1n[nH]c(-c2ccco2)n1 | -2% | -5% | -2% | -2% | 2% | 5% | 3% | 5%
COc1ccc(CSc2nc3ccncc3n2CC(=O)Nc2cc(C)cc(C)c2)cc1 | x | 5% | 13% | -3% | -28% | x | x | -24%
CN=C(Nc1ccc(C(=O)OC)s1)c1ccccc1 | 6% | -6% | 1% | -2% | 0% | -1% | x | 0%
COc1cc(C2CC(=O)N3CN(Cc4ccccc4)CSC3=C2C#N)ccc1OCc1ccccc1 (stereo unspecified) | 5% | 0% | u | 0% | -26% | 10µM* | -9% | -17%
Cc1ccccc1NC(=O)CN1C(=O)S/C(=C\c2ccc(-c3cc(C(=O)O)ccc3C)o2)C1=O | 2% | 7% | u | -3% | -4% | 28µM* | u | -5%
Cc1cccc(CSc2nnc(CCCCCN)o2)c1 | x | 2% | -3% | u | -10% | x | x | -6%
